Screening results: PubChem BioAssay, several laboratories
HUVEC inhibit: inhibitors of human endothelial cell proliferation; hit rate 1.1% among 86,000; viability, % at 10 µM (by protocol); HUVEC proliferation, CellTiter-Glo luminescence, 72 h; stronger effect = lower value; AID 648;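 active means viability at or below 30%; inactive means viability above 30%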;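 further: 100% = median luminescence of DMSO-only cell control wells on each plate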
H69AR inhibit: growth inhibitors of human H69AR lung tumor cells; H69AR lung tumor viability, ATP luminescence, 72 h; stronger effect = lower value; viability, % at 10 µM; hit rate 6% among 85,000; AID 598;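 active means viability at or below 40%; inactive means viability above 40%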;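 further: multidrug resistant small cell line overexpressing MRP-1 efflux transporter; 100% = mean luminescence of untreated control wells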
CYP2C19 act: cytochrome P450 2C19 (human) activation; P33261; activation factor at 5 µM; recombinant CYP2C19, luciferin-H EGE luminescence; stronger effect = higher value; 0 = fully inhibited enzyme, 1 = untreated enzyme; 96,000 tested, under 10 active;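 active means activation factor of at least 2 at 5 µM in the primary screen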;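 further: 0 = wells with 2.5 mM tranylcypromine and 1 = vehicle-only wells; values of inactives mirror those of a sister screen read the other way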
Target sequence (P33261 whole entry, looked up): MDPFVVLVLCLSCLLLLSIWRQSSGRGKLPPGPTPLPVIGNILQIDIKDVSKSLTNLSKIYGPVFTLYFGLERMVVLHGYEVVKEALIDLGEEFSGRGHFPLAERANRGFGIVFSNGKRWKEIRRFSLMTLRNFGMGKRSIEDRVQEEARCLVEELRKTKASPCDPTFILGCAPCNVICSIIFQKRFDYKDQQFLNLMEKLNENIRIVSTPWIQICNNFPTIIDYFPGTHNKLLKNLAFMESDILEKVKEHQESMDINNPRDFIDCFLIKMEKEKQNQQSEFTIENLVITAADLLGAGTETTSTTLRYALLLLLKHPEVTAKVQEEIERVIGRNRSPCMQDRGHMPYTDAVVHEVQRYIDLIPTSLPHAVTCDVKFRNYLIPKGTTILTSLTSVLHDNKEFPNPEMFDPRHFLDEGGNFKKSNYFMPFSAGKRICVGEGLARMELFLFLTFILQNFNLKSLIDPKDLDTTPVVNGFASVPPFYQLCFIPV
ERa coact inh: ER-alpha (human) coactivator binding inhibition. inhibition, % at 25.6 µM. hit rate 1.7% among 86,000. TR-FRET ER-alpha LBD / SRC-1 peptide, estradiol-bound. AID 629. P03372; in the data active means inhibition above about 50%;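 further: 0% = receptor plus peptide control and 100% = peptide only without receptor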
Target sequence (P03372 whole entry, looked up, the tested form may be a part): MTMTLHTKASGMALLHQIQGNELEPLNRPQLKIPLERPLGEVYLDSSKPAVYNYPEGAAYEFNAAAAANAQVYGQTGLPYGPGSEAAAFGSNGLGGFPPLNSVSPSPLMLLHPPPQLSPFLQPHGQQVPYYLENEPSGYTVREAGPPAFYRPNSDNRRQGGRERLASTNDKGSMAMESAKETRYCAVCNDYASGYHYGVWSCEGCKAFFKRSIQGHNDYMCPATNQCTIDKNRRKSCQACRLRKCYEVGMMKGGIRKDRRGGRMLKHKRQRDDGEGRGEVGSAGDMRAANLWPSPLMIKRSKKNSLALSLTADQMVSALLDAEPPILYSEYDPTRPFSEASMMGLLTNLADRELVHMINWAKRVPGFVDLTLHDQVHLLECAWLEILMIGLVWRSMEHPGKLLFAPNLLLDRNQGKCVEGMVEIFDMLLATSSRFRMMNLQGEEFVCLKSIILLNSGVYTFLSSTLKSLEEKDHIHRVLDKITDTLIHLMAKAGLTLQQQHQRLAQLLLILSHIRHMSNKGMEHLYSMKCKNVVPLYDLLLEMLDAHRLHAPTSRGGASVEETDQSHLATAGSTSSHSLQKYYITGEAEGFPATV
Mac1 fbg enh: increases human CD11b/CD18 adhesion to fibrinogen | K562 CD11b/CD18 adhesion to fibrinogen, ATPlite luminescence | P05107+P11215 | activation, % at 10 µM | AID 1499 | hit rate 0.07% among 93,000;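 active means 10 µM primary screen giving 50% or more activity, confirmed by 40% or more on retest at that dose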; further: strong numbers were not always called active; reference of the scale not given here
Fibroblast inh: blocks proliferation of human lung fibroblasts. LL 47 human lung fibroblast viability, ATP luminescence; stronger effect = lower value. viability, % at 10 µM. hit rate 1.1% among 85,000. AID 719;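 active means viability at or below 50% in the single dose screen; inactive means viability above 50%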;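 further: compound exposure lasted 72 h before the ATP readout; 100% = median luminescence of untreated cell-only wells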
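Test system: LL 47 human lung fibroblasts / Quantity: 1,150 cells in each well / Medium: IMEM growth medium with 15% fetal bovine serum / Incubation: 72 h compound exposure at 37 °C after overnight plating / Detection: CellTiter-Glo luminescence measuring cellular ATP / Read-out: % viability versus median cells-only luminescence / Benchmarks: cell-only wells, no compound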
CYP2C19 inhib: blocks human cytochrome P450 2C19 | P33261 | CYP2C19 Supersomes, luciferin-H EGE luminescence, 30 min | inhibition, % at 5 µM | hit rate 21% among 96,000;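 active means CYP2C19 inhibition above a set limit at 5 µM in the primary screen, cut at about 50% in these data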;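 further: plate controls were negative control wells for no effect and 2.5 mM tranylcypromine positive control for full effect; values of inactives mirror those of a sister screen read the other way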
Mac1 fbg inh: inhibitors of human CD11b/CD18 binding to fibrinogen; P05107+P11215; hit rate 0.54% among 93,000; inhibition, % at 10 µM; AID 1497; K562 CD11b/CD18 adhesion to fibrinogen, ATPlite luminescence; Mn2+ added to activate the integrin;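 active means primary inhibition of 50% or more at 10 µM, then 40% or more on retest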; further: some results filed as inactive read as strong as hits
ERa coact pot: ER-alpha (human) coactivator binding potentiation; P03372; TR-FRET ERalpha-LBD/SRC-Cy5 coactivator binding, 2 h; 100 = basal binding, no effect; coactivator binding (% of control), % at 25.6 µM; hit rate 1.3% among 86,000; AID 639; in the data active means activity above about 200%;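 further: binding measured in presence of low estradiol as agonist stimulus; 0% = peptide alone without receptor and 100% = receptor with peptide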
* = called active by the depositor; . = not tested or not shown; [ ] = another dose, or the depositor's remark. Compounds were not picked by outcome, and some 26% of all compounds hit somewhere here.

SMILES	HUVEC inhibit	H69AR inhibit	CYP2C19 act	ERa coact inh	Mac1 fbg enh	Fibroblast inh	CYP2C19 inhib	Mac1 fbg inh	ERa coact pot
CCOC(=O)C1=C(C)NC(=O)NC1c1c(C)nn(-c2ccccc2)c1Cl (stereo not drawn)	89	81	0.7	20	-6	97	30	-9	89
COc1ccc(-c2cc(C(F)(F)F)n3nc(C)cc3n2)cc1	45	82	0.9	1	2	95	6	-23	105
CCOC(=O)C1=C(NC(=O)c2ccc(Br)o2)Nc2ccccc2N=C1	92	31*	0.9	8	-5	82	13	8	130
CC1=CCC2(CO)COC(c3ccccc3O)C1C2 (stereo not drawn)	102	98	0.6	4	1	101	35	-11	106
CCCC(c1nnnn1CC1CCCO1)N1CCN(c2cc(Cl)ccc2C)CC1 (stereo not drawn)	66	75	0	-3	-1	92	96*	-15	115
CCN(CC)S(=O)(=O)c1cccc(C(=O)OCC(=O)C23CC4CC(CC(C4)C2)C3)c1	102	87	1	13	-3	97	-2	43	86
Cc1cc(C)cc(OCC(=O)Nc2cccc(-c3nnc(-c4ccco4)o3)c2)c1	81	80	0.3	-1	-2	106	67*	6	135
CCN(CC)Cc1c(C(=O)OC(C)C)nnn1-c1nonc1N	86	87	0.5	-4	2	103	47	-11	114[fluorescence artefact?]
Cc1ccc(C(=O)CSc2nnc(CNc3ccc(C)cc3C)o2)cc1	88	98	1.1	-15	0	98	-14	15	115
CCCSc1nnc(-c2c[nH]c3ccccc23)n1C	86	81	0.2	12[fluorescence artefact?]	0	104	76*	-2	86
CCc1ccc(OCCNC(=O)c2ccc(S(=O)(=O)N(C)C)cc2)cc1	86	91	0.8	4[fluorescence artefact?]	0	90	15	7	108
COC(=O)C(C)NC(=O)C1CCCN1S(=O)(=O)c1cc(C)c(Cl)cc1C (stereo not drawn)	106	80	0.7	-4	3	94	27	-9	106
CCCC1CCC(C2=N/C(=C\c3ccc(OC)c(OC)c3)C(=O)O2)CC1 (stereo not drawn)	92	91	1.1	-10	1	95	-13	12	106
COc1cc(/C=C(\C#N)c2nc3c(s2)CCCC3)ccc1O	.	.	0.7	.	-1	.	32	25	.
COc1ccc(C(=O)c2ccc(OC)c3cccc(O)c23)cc1OC	77	74	0.5	5	0	90	50	-5	91
COc1ccc(CC(=O)NCCN2CCCC2)cc1	108	83	1	-4	.	106	2	.	106
CCOC(=O)c1cc(C#N)c(SCc2ccc(C#N)cc2)nc1C	72	55	.	72*[fluorescence artefact?]	.	76	.	.	252*[fluorescence artefact?]
CCOC(=O)CNS(=O)(=O)c1cc(-c2nn(C)c(=O)c3ccccc23)ccc1C	90	63	0.7	42	.	92	29	.	76
COc1ccc(N2CCN(Cc3cc(=O)oc4ccc5ccccc5c34)CC2)cc1	77	72	0.9	17	0	99	12	0	125
COc1ccc(CN(C)c2ncnc(N)n2)cc1	92	72	0.2	5	1	100	78*	4	99
COC(=O)c1cnn(C(=O)c2ccccc2Br)c1N	94	94	0.6	0	.	91	37	.	100
Cc1cccc(NC(=O)C2CCN(S(=O)(=O)c3cccc4cccnc34)CC2)n1	92	76	0.2	-5	3	93	78*	0	109
CNc1nc(C)c(C(=O)c2ccc(Cl)cc2)s1	.	.	0.3	.	-2	.	66*	-6	.
CCOC(=O)COc1ccc2c(c1)C(=O)CC(C)(c1cccnc1)O2 (stereo not drawn)	.	.	1	.	-2	.	-2	9	.
COc1ccc(OC)c(N2C(=O)CC(C(C)c3ccccc3)C2=O)c1 (stereo not drawn)	85	91	0.3	-4[fluorescence artefact?]	2	94	66*	-16	102
Cc1ccccc1N(CC(=O)NCC1CCCO1)C(=O)C1(C)CC(=O)N=C2C=CC=CN21 (stereo not drawn)	108	96	1.1	-3	-1	98	-8	1	98
CCN(CC)C(=O)CSc1ncnc2c1nnn2-c1ccc(OC)cc1	94	100	0.9	13[fluorescence artefact?]	-2	102	7	-30	140
CCOC(=O)c1ccc(NC(=O)C(C)N2C(=O)c3ccccc3C2=O)cc1 (stereo not drawn)	101	93	0.9	-12	0	108	15	-4	126
CCOC(=O)CSc1nc2ccccc2n1CC(=O)N(C(C)C)C(C)C	97	98	1.1	28	-7	97	-13	-3	99
CSc1ccccc1NC(=O)c1cnc2scc(C)n2c1=O	79	83	0.9	9	3	102	7	-11	92
CCCCn1c(SCC(=O)N2CCCCC2C)nc2cc(S(N)(=O)=O)ccc21 (stereo not drawn)	100	76	0.9	-2	1	94	6	0	78
CC(C)(C)C(=O)N1CCN(c2c(Cl)cccc2[N+](=O)[O-])CC1	.	.	0.4	.	0	.	65*	-22	.
COc1ccc(CNC(=O)CSc2nc(-c3ccccc3)cc(-c3cccs3)c2C#N)cc1	57	78	0.7	10[fluorescence artefact?]	2	99	28	-24	147[fluorescence artefact?]
O=C(NCc1ccccc1)c1cc(-c2ccco2)on1	101	92	0.8	-6	-1	99	22	9	112
CCOc1ccc(N(CC(=O)NC2CCCC2)C(=O)CCC(=O)Nc2ccccn2)cc1	99	100	0.7	-4	-3	96	29	-9	126
O=c1cc(-c2cccs2)oc2ccc(Cl)cc12	80	84	0.8	-5	2	97	15	17	166
Cc1noc(C)c1S(=O)(=O)N1CCCC(C(=O)N2CCN(C3CCCCC3)CC2)C1 (stereo not drawn)	93	88	1.2	-3	2	97	-21	10	113
O=C(Nc1ccc(N2CCCCC2)cc1)c1cccnc1Cl	102	96	0.8	0	-4	112	16	-7	88[fluorescence artefact?]
CCN(CC)S(=O)(=O)c1cccc(-c2nnc(-c3ccc(C)cc3)o2)c1	86	70	0.8	4	1	98	16	-3	122
Cc1ccc(-c2noc(CCC(=O)N3CCCc4ccccc43)n2)cc1	91	42	0.2	6	-3	101	85*	5	97

Copied from the list:
In H69AR inhibit, CCN(CC)C(=O)CSc1ncnc2c1nnn2-c1ccc(OC)cc1 is entered as 100
In Mac1 fbg enh, Cc1noc(C)c1S(=O)(=O)N1CCCC(C(=O)N2CCN(C3CCCCC3)CC2)C1 (stereo not drawn) is entered as 2

Just CYP2C19 inhib and CYP2C19 act, for 2 of the compounds above:
| SMILES | CYP2C19 inhib | CYP2C19 act |
| --- | --- | --- |
| Cc1ccc(-c2noc(CCC(=O)N3CCCc4ccccc43)n2)cc1 | 85* | 0.2 |
| CC(C)(C)C(=O)N1CCN(c2c(Cl)cccc2[N+](=O)[O-])CC1 | 65* | 0.4 |

Among those listed so far, two have bromine:
SMILES	HUVEC inhibit	H69AR inhibit	CYP2C19 act	ERa coact inh	Mac1 fbg enh	Fibroblast inh	CYP2C19 inhib	Mac1 fbg inh	ERa coact pot
CCOC(=O)C1=C(NC(=O)c2ccc(Br)o2)Nc2ccccc2N=C1	92	31*	0.9	8	-5	82	13	8	130
COC(=O)c1cnn(C(=O)c2ccccc2Br)c1N	94	94	0.6	0	.	91	37	.	100

(continued)
SMILES	HUVEC inhibit	H69AR inhibit	CYP2C19 act	ERa coact inh	Mac1 fbg enh	Fibroblast inh	CYP2C19 inhib	Mac1 fbg inh	ERa coact pot
O=C1CN(S(=O)(=O)c2ccccc2)CC(=O)N1CCc1ccccc1	103	100	0.8	-41	6	100	17	-32	115
CCOc1ccc(NC(=O)C2C3C=CC4(CN(C(C(=O)OC)C(C)C)C(=O)C24)O3)cc1 (stereo not drawn)	102	99	.	1	.	97	.	.	114
O=C(CN(CC1CCCO1)C(=O)CCC(=O)Nc1nccs1)NCC1CCCO1 (stereo not drawn)	94	101	1	-9	-3	92	3	12	126
O=C(NC1(O)C(=O)c2ccccc2C1=O)c1ccccc1	.	.	0.7	.	0	.	32	-19	.
COc1cc(OC)cc(C(=O)NCCn2ccc3ccccc32)c1	91	74	0.2	-3	-2	103	78*	-6	117
Cc1cc(C(=O)CSc2nnc(-c3cccs3)n2Cc2ccccc2)c(C)n1C	97	76	0.6	-4	-5	96	42	9	101[fluorescence artefact?]
CS(=O)(=O)c1ccc(-c2nn[nH]n2)cc1	89	101	0.8	-1	-3	93	22	-12	97
CS(=O)CSc1nc2c(cc1C#N)CCCC2 (stereo not drawn)	94	77	0.9	15[fluorescence artefact?]	5	110	12	26	95
Cc1ccc(C(c2sc3ncnn3c2O)N2CCCCC2)cc1 (stereo not drawn)	92	92	.	-1	.	91	.	.	101
S=C(NC1CCCCC1)c1ccc2c(c1)OCO2	108	88	0.2	-8	.	101	83*	.	102
CCN1CCN(c2ncc(C(=O)N3CCN(c4ccccc4OC)CC3)c3ccccc23)CC1	93	89	.	-7[fluorescence artefact?]	.	105	.	.	97
CC(=O)Nc1ccccc1-c1nn[nH]n1	99	90	1	6[fluorescence artefact?]	-4	88	4	-2	114
Cc1noc(C)c1S(=O)(=O)N1CCC(C(=O)Nc2ccc(OC(F)(F)F)cc2)CC1	102	78	1.2	3	1	89	-16	-22	120
CC(=O)c1nnn(-c2nc(N3CCCC3)nc(N(c3ccccc3)c3ccccc3)n2)c1C	86	90	1.1	2	11	89	-14	-51	116
CCOc1ccc(-c2nnc(N(CC)C(=O)C3CCC3)s2)cc1	102	66	0.9	-3	4	.	14	-10	100
O=C(OCc1cc(-c2ccccc2)no1)c1ccc2ccccc2n1	98	94	0.8	7	2	97	17	-7	119
CCOc1ccccc1C(=O)Nc1ccccc1C(N)=O	97	90	0.9	-10	-1	94	8	13	109
Cc1cccc(N(C(=O)CCC(=O)Nc2cc(C)on2)C(C(=O)NC2CCCC2)c2ccncc2)c1 (stereo not drawn)	105	78	0.2	-2	-3	104	81*	-15	105
CCc1cc2c(=O)n(-c3ccccc3)c(=S)[nH]c2s1	89	79	1	-11	.	100	1	.	83
COc1ccc(-n2c(SCc3nnc(-c4ccccc4)o3)nnc2-c2ccccc2)cc1	66	84	0.5	24	.	82	54*	.	109
CCN(CC)S(=O)(=O)c1cc([N+](=O)[O-])ccc1NNC(=O)Nc1ccc(Cl)c(Cl)c1	41	2.9*	0.9	0	-5	43*	12	99*	105
c1csc(-c2csc3ncnc(NCCCN4CCOCC4)c23)c1	97	81	0.8	-1	-4	96	25	38	87
OCCN(Cc1ccccc1)Cc1ccc(F)c(F)c1	102	104	0.2	6[fluorescence artefact?]	3	100	84*	3	97
COc1ccc(C(=O)COc2ccccc2N2C(=O)C3C4C=CC(C4)C3C2=O)cc1 (stereo not drawn)	102	91	0.9	51*[fluorescence artefact?]	4	99	8	-10	59[fluorescence artefact?]
Cc1csc(NC(=O)CSc2nnc(C)s2)n1	98	94	1.1	2	2	98	-9	9	90[fluorescence artefact?]
COc1ccc(C2CC2/C(=N/OC(=O)c2cccs2)c2ccccc2)cc1 (stereo not drawn)	103	83	0.3	-5	-6	104	71*	21	95
O=C(NCc1cccs1)C1CCCN(S(=O)(=O)c2ccc3c(c2)OCO3)C1 (stereo not drawn)	89	60	0.9	-1	3	98	14	1	111
COC(=O)CSc1nnc(CNc2ccc(F)cc2)o1	101	99	0.9	-7[fluorescence artefact?]	1	98	12	-11	105
COc1ccc(N2CCN(Cc3nc4ccsc4c(=O)[nH]3)CC2)cc1	.	.	1	.	-4	.	-2	4	.
Cc1cc(N/C=C/C(=O)c2ccc(Br)cc2)no1	102	82	.	47	.	110	.	.	155
C=CCSc1nc2c(cnn2-c2ccc(C)c(C)c2)c(=O)[nH]1	87	84	1	44[fluorescence artefact?]	49	91	-2	-2	93[fluorescence artefact?]
Cn1cnnc1SCC(=O)Nc1ccccc1	97	101	.	-4	.	108	.	.	128
CCn1c(=O)c2cc(C(=O)N3CCN(C)CC3)sc2c2ccccc21	102	95	0.9	-7	-1	95	6	-10	118
CC(CN1CCOCC1)OC(=O)c1cccs1 (stereo not drawn)	107	92	0.6	7[fluorescence artefact?]	-1	108	42	-2	97
